Bioassay records (PubChem BioAssay)
PrPC TRFRET – reduces human prion protein on the cell surface; inhibition, % at 13.8 µM; P04156; hit rate 0.43% among 370,000; cell surface PrPC, TR-FRET read-out; in the data active = inhibition above about 24%; also: 0% = median of the test wells and 100% = reference compound wells
TcdB inh – inhibitors of Clostridioides difficile toxin B glycohydrolase; P18177; TcdB glycohydrolase enzymatic assay, plate reader; hit rate 0.24% among 350,000; inhibition, % at 9.99 µM; in the data active = inhibition above about 10%
FadD28 FP inh – blocks FadD28 binding to the bisubstrate probe | fluorescence polarization | hit rate 0.22% among 360,000 | inhibition, % at 12.5 µM | AID 588549; in the data active = inhibition above about 8.5%, passing the limit was not always enough; inconclusive = no clear call, values can overlap the other calls
Anthrax LF prot – inhibitors of Bacillus anthracis lethal factor protease; P15917; multiplex microsphere protease cleavage assay, LF; inhibition, % at 10 µM; hit rate 0.12% among 360,000; also: plate controls were buffer without enzyme for full effect and enzyme alone for no effect
Target sequence (P15917 whole entry, looked up): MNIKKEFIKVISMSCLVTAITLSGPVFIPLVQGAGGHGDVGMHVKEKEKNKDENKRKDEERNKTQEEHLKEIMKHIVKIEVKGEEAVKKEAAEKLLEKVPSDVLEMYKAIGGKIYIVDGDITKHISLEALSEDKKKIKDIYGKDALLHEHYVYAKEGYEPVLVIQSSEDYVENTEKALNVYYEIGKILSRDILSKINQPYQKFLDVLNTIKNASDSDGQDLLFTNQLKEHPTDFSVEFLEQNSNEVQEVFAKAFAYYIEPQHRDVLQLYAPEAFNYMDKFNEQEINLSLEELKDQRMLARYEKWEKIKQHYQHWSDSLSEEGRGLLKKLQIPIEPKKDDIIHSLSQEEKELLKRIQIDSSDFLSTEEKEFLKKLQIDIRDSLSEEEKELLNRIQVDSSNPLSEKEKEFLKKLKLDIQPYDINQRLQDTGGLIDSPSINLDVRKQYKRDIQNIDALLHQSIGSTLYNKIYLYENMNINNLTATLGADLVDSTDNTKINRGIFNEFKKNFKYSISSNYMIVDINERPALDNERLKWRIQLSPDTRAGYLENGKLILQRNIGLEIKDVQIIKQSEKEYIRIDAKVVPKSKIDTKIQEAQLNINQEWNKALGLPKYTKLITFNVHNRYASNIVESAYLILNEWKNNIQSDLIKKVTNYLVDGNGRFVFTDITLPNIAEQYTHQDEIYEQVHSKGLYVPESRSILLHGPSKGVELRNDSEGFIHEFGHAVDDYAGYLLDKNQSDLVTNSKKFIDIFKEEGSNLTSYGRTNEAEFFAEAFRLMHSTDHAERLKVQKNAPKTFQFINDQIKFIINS
BoNT A protease – blocks Botulinum neurotoxin A light chain protease | multiplex microsphere protease substrate cleavage, flow cytometry | inhibition, % at 10 µM | hit rate 0.17% among 360,000; also: plate controls were buffer without enzyme for full effect and enzyme alone for no effect
Yp Topo-I inh – inhibitors of Yersinia pestis topoisomerase I. activity, % at 10 µM. Y. pestis Topo-I cleavage product accumulation, plate reader. hit rate 0.064% among 360,000; in the data active = activity above about 50%, passing the limit was not always enough; inconclusive = no clear call, values can overlap the other calls; also: inactives centre near 2
PfHsp40 yeast – restores yeast growth despite PfHsp40 toxicity; S. cerevisiae expressing PfHsp40, growth rescue, ATP luminescence; growth rescue, % at 12.5 µM; hit rate 0.68% among 340,000; AID 504582; in the data active = growth rescue above about 28%, passing the limit was not always enough; inconclusive = no clear call, values can overlap the other calls;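 also: yeast W303a lacking pdr1 and pdr3 grown in galactose medium; growth measured after three days at 30 °C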
BoNT F protease – BoNT F light chain protease inhibition; Multiplex microsphere protease cleavage assay, flow cytometry; inhibition, % at 10 µM; hit rate 0.22% among 360,000; AID 588497; in the data active = inhibition above about 35%, passing the limit was not always enough; inconclusive = no clear call, values can overlap the other calls; also: plate controls were buffer without enzyme for full effect and enzyme alone for no effect
CCHF vOTU inh – blocks the CCHF virus ovarian tumor domain protease; CCHFV vOTU protease, Pep-AMC fluorescence; inhibition, % at 11.5 µM; hit rate 0.55% among 370,000; AID 651958; in the data active = inhibition above about 30%; also: 0% = vehicle wells with enzyme and 100% = no enzyme wells
* hit, by the source's call; u = inconclusive; x = no result given. Rule as the data show it, unless noted: active = inhibition above about 30%; inconclusive = no clear call, values can overlap the other calls; inactive = below that.

mol	PrPC TRFRET	TcdB inh	FadD28 FP inh	Anthrax LF prot	BoNT A protease	Yp Topo-I inh	PfHsp40 yeast	BoNT F protease	CCHF vOTU inh
O=C(Cn1c(=O)oc2ccccc21)N1CCCCC1	-1	x	0.6	-5	-0.5	1	-0.9	10	7
COC(=O)c1ccc(C2NC(=O)c3c(sc(C)c3C)N2)cc1 (stereo not given)	9	0.6	-1.7	-15	-0.5	0	0.3	4	-7
COc1ccc(-c2nsc3c(N4CCCCC4)ncnc23)cc1	0	x	-0.1	14	1.0	-3	-0.3	4	2
O=S(=O)(NC1CCCC1)c1cccc(-c2nnc(-c3ccccc3)o2)c1	x	x	-0.7	-9	-3.8	35	-0.9	-20	x
CN(C)CCNc1nc(-c2ccccc2)nnc1C(F)(F)F	-1	x	0.9	-3	0.7	0	-0.8	-3	13
CC(=O)c1cc(Cl)ccc1OC(=O)c1ccco1	-6	x	-4.2	3	0.2	-6	-0.3	1	7
Cc1cccc(OCCC(=O)OCC(=O)N2c3ccccc3NC(=O)C2(C)C)c1	2	-1.1	-1.2	-1	-0.3	-2	x	2	7
Cc1ccc(C(=O)N2CCCC(C(=O)Nc3cccc(-c4ccc(F)cc4)c3)C2)cn1 (stereo not given)	9	-2.0	-2.5	-1	0.7	10	0.7	-3	-3
O=C(NC1CCCCC1)c1cc(N2C(=O)CCC2=O)ccc1Cl	3	-0.3	-2.1	-1	-1.8	12	-0.3	-1	-1
Cc1cc(OCC(=O)NNC(=O)c2cccnc2)cc(C)c1Cl	2	2.1	-3.0	1	0.7	-14	-0.9	5	-7
CSCC(=O)N1CCCC(N2CCN(c3cccc(C(F)(F)F)c3)CC2)C1 (stereo not given)	-7	1.0	-5.0	4	4.0	16	-0.3	u	-14
CCCNC(=O)N1[C@H]2CC[C@@H]1C(C(=O)OC)=C(c1cc3ccccc3s1)C2	-2	x	-4.8	-4	-0.4	13	-0.5	-4	-1
CCOc1ccc(-c2nnn(CC(=O)Nc3cc(OC)ccc3OC)n2)cc1OCC	3	0.4	0.0	0	0.5	6	-0.2	-4	-6
CN(C(=O)COC(=O)c1nc(Cl)ccc1Cl)C1CCS(=O)(=O)C1 (stereo not given)	7	-1.2	-3.8	-6	2.5	5	0.7	15	-8
CCc1[nH]c(=O)c(C#N)c2c1CSC(C)(C)C2	x	2.4	0.2	0	u	3	13	2	x
Cc1nn(C2CCS(=O)(=O)C2)c(Cl)c1/C=C/C(=O)OCC(N)=O (stereo not given)	16	0.8	-0.5	-7	-0.4	7	1.5	5	14
CCCCNC(=S)N(Cc1c(C)noc1C)c1ccccc1	0	-1.3	-1.1	0	-0.2	4	-0.7	-4	5
O=C(CNC(=O)c1cccs1)NC1=NCCS1	-6	0.8	-0.3	-2	-2.4	4	-1.9	-25	-2
O=c1[nH]n(-c2cccc3cccnc23)c(=O)c2ccccc12	1	x	-2.2	8	-0.7	-5	-0.1	-5	0
CC(=O)NC1=NN(C(C)=O)C(c2ccco2)S1 (stereo not given)	2	-7.3	-1.1	-14	-22	0	-1.0	u	8

Complete entries as entered above. Screens in order: PrPC TRFRET, TcdB inh, FadD28 FP inh, Anthrax LF prot, BoNT A protease, Yp Topo-I inh, PfHsp40 yeast, BoNT F protease, CCHF vOTU inh
CCc1[nH]c(=O)c(C#N)c2c1CSC(C)(C)C2 as listed: x, 2.4, 0.2, 0, u, 3, 13, 2, x
O=C(CNC(=O)c1cccs1)NC1=NCCS1 as listed: -6, 0.8, -0.3, -2, -2.4, 4, -1.9, -25, -2

Following part
mol	PrPC TRFRET	TcdB inh	FadD28 FP inh	Anthrax LF prot	BoNT A protease	Yp Topo-I inh	PfHsp40 yeast	BoNT F protease	CCHF vOTU inh
O=C(OCc1ccco1)c1ccc(S(=O)(=O)N2CCCCC2)cc1	3	x	0.3	-1	0.3	9	-0.2	-4	7
COc1ccc(S(=O)(=O)NCc2cccnc2)cc1C(=O)NC1CCCCC1	-2	0.4	-1.1	-1	-2.2	2	0.0	-14	23
COc1ccc(C)cc1NCc1ccc(OC)c(C)c1OC	7	0.9	-0.8	2	-4.5	18	1.1	-18	7
COc1ccc(C2C(C(C)=O)=C(Nc3ccccc3)CC(C)(O)C2C(C)=O)cc1OC (stereo not given)	-6	x	0.5	-5	-1.1	17	1.7	-7	11
Cc1nc2c(C(=O)NCc3ccc(F)cc3)c[nH]n2c(=O)c1Cl	10	0.4	-0.8	-1	-0.7	6	-1.5	-12	10
Cc1ccc(S(=O)(=O)N2CCN(C(=O)COC(=O)c3ccc(Cl)nc3)CC2)c(C)c1	2	2.1	x	10	0.3	0	-0.3	-2	4
Cc1cc(C(=O)N/N=C/c2sc(N3CCOCC3)nc2-c2ccccc2)c(C)o1	-13	-1.8	-3.2	-8	0.4	2	2.4	-12	3
CCC(=O)N(Cc1cc(=O)[nH]c2ccccc12)c1ccc(C)cc1C	21	0.5	-2.5	-6	-1.7	13	1.0	-16	22
Cc1cc(C)nc(N(C#N)Cc2cccc3ccccc23)n1	1	x	-1.6	x	x	3	4.5	x	11
Cn1nc(N2CCN(S(=O)(=O)c3ccccc3)CC2)c(=O)n(C)c1=O	-1	0.4	-2.1	1	-2.6	1	-1.0	-4	4
Cc1c(CCC(=O)NCC(=O)O)c(=O)oc2cc3occ(-c4ccccc4)c3cc12	-1	-3.9	x	-3	-0.6	22	5.5	-4	5
COC(=O)[C@H]1C[C@@H]1[C@H](NS(=O)(=O)c1ccccc1)c1ccccc1	-1	1.1	-1.0	6	0.3	5	1.0	-2	-1
COC(=O)c1ccc(NC(=O)COc2ccc(S(=O)(=O)N3CCCCC3)cc2)cc1	1	x	0.3	2	2.1	5	-1.7	2	-8
CCC(C(=O)n1cccc1C#N)c1ccccc1C (stereo not given)	1	-1.9	0.2	12	-0.1	7	-0.3	-4	-8
CC(=O)Nc1ccc(N/C(=N\S(=O)(=O)c2ccccc2)c2ccccc2)cc1	8	2.5	-0.6	0	-2.7	5	0.3	-2	0
CCN1CCc2c(sc(NC(=O)c3ccc(S(=O)(=O)N4CCCCCC4)cc3)c2C(=O)NC)C1	52*	0.7	-2.0	3	-0.2	8	1.3	14	17
NS(=O)(=O)c1cccc(NC(=O)CSc2nc3ccc(Cl)cc3[nH]2)c1	5	2.2	-13	-7	-1.2	-1	-0.8	3	10
Cc1ccc(C)c(N2N=C(C(=O)Nc3ccccc3N3CCCC3)CCC2=O)c1	-4	0.1	-2.0	-1	-2.5	-6	0.5	-10	28
CCN(CC)S(=O)(=O)N1CCC(C(=O)NCc2ccco2)CC1	-2	0.9	-0.3	-4	-0.2	-8	0.1	4	-1
Cc1cccc(-c2cccc(NC(=O)C3CCCN(C(=O)c4ocnc4C)C3)c2)c1 (stereo not given)	-6	0.6	-2.3	-4	-1.5	21	0.9	0	-1
CCc1ccc2[nH]c(=O)c(CN(Cc3ccccc3)Cc3nnnn3Cc3ccco3)cc2c1	3	x	-4.5	-6	-0.1	-4	-1.8	6	5
CC(=O)c1ccc(-c2ccc([C@H]3[C@H]4C=CC[C@@H](C)[C@@H]4C(=O)N3Cc3ccccc3)c(F)c2)cc1	-13	1.1	-5.2	-1	-0.4	20	1.0	8	18
CCOC(=O)c1c(C)[nH]c(C)c1C(=O)CN1C(=O)NC2(CCC(C)CC2)C1=O (stereo not given)	7	x	-2.1	2	0.2	-1	-0.5	0	-1
CCc1ccc(N2C(=O)NC(=O)/C(=C\c3cccn3CCOc3ccc(C(C)C)cc3)C2=O)cc1	-6	x	-2.0	0	-1.3	3	-0.8	-5	-14
CCN(CC(=O)N1CCCCC1)S(=O)(=O)c1ccccc1	-2	-0.6	-2.0	-2	-1.2	7	-1.1	-10	9
O=c1cc(CN2CCCC2)c2c(ccc3ccccc32)o1	-2	1.4	-1.2	-5	1.0	x	x	7	-13
Cc1nc(NCc2ccco2)c2cn[nH]c2n1	2	1.9	-0.4	-1	0.3	0	-1.1	1	1
CC1CCCCN1c1nnc(NC(=O)c2cc(-c3ccc(Br)cc3)on2)s1 (stereo not given)	-3	5.6	-2.2	-7	0.3	-7	1.3	-5	-5
COc1cc(OC)cc(C(=O)NC(=S)N(Cc2ccccc2)C(C)C)c1	1	1.2	x	-3	-2.4	8	0.9	8	-7
COc1ccc(OCC(O)CNS(=O)(=O)c2cccs2)cc1 (stereo not given)	9	1.0	-0.8	-1	-3.8	3	1.7	-14	-18

Looked up by compound from the entries so far, 2 records:
mol	PrPC TRFRET	TcdB inh	FadD28 FP inh	Anthrax LF prot	BoNT A protease	Yp Topo-I inh	PfHsp40 yeast	BoNT F protease	CCHF vOTU inh
Cc1cc(C(=O)N/N=C/c2sc(N3CCOCC3)nc2-c2ccccc2)c(C)o1	-13	-1.8	-3.2	-8	0.4	2	2.4	-12	3
CN(C(=O)COC(=O)c1nc(Cl)ccc1Cl)C1CCS(=O)(=O)C1 (stereo not given)	7	-1.2	-3.8	-6	2.5	5	0.7	15	-8

Remaining list, next part:
mol	PrPC TRFRET	TcdB inh	FadD28 FP inh	Anthrax LF prot	BoNT A protease	Yp Topo-I inh	PfHsp40 yeast	BoNT F protease	CCHF vOTU inh
COc1ccc2cc(S(=O)(=O)N3CCCC(C)C3)ccc2c1 (stereo not given)	10	-3.9	-2.6	14	-5.3	20	-0.8	-15	13
C=C(C)C(=O)N1CC2(CC(c3cccc(NC(=O)CC)c3)=NO2)C[C@H]1C(N)=O (stereo not given in full)	x	x	-0.8	0	-0.2	5	-0.6	-7	x
CCOC(=O)C1CCN(C(=O)CN(c2cc(Cl)ccc2OC)S(=O)(=O)c2ccccc2)CC1	-1	0.9	-4.3	-2	0.4	26	-1.5	1	6
COc1ccc(S(=O)(=O)N(CC(=O)N2CCCC2)Cc2ccccc2)cc1	0	x	-1.3	-6	-0.6	10	-1.5	2	-1
O=C(CNCc1ccco1)Nc1cc(S(=O)(=O)N2CCOCC2)ccc1N1CCOCC1	9	-6.1	0.2	1	0.4	11	0.2	8	2
O=C(O)C1C2C=CC(C2)C1C(=O)Nc1ccc(Cl)c(Cl)c1 (stereo not given)	9	-0.2	0.3	0	4.7	2	-1.0	u	12
COC(=O)N/N=C\c1ccc(-c2cc(Cl)c(Cl)cc2Cl)o1	3	x	-2.8	-2	0.6	-4	-1.2	8	-8
O=C(NCCc1c[nH]c2ccccc12)/C(=C/c1cccnc1)NC(=O)c1ccccc1	0	0.8	0.2	-5	-0.8	5	4.3	-1	-2
COc1cc2c(cc1OC)CN(CC(=O)Nc1ccc(C)cc1)CC2	2	2.1	-3.5	-2	0.4	12	-0.1	-2	30*
COc1ccc2oc(=O)c(-c3ccccc3C(=O)N3CCOCC3)cc2c1	-5	x	-2.7	0	0.1	-5	-0.2	2	-17
CCC(=O)N1N=C(c2cccs2)CC1c1ccc(C)cc1 (stereo not given)	0	1.3	-2.1	9	-1.7	-5	-0.3	-2	1
